Keap1-Nrf2 PPI: Keap1-Nrf2 (human) interaction inhibition; Q14145; Keap1 Kelch-Nrf2 peptide fluorescence polarization, 1536-well; inhibition, % at 9.4 µM; 340,000 compounds, 0.15% hits; AID 504523; in the data active means inhibition above about 12%;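 further: human Keap1 Kelch domain with fluorescein labeled Nrf2 9mer peptide probe; 0% = neutral control wells and 100% = peptide positive control; higher means more block of Keap1 binding to Nrf2 peptide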
Target sequence (Q14145 whole entry, looked up, the tested form may be a part): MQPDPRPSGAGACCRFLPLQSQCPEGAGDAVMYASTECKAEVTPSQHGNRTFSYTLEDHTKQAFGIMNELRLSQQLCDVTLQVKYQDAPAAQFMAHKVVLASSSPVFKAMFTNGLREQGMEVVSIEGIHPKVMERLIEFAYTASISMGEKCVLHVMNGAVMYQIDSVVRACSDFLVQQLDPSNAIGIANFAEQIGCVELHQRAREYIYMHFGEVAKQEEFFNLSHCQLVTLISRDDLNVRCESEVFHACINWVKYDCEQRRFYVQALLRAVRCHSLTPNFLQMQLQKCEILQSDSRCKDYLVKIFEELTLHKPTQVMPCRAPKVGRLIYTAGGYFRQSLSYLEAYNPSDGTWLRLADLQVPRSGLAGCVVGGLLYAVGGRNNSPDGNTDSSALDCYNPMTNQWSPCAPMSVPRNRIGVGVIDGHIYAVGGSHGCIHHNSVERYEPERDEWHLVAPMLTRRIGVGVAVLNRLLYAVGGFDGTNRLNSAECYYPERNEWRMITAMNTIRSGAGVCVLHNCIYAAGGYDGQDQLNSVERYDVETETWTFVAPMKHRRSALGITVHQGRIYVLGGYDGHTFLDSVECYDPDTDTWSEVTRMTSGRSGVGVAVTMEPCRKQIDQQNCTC
Rtt109 HAT inh: blocks Candida albicans Rtt109/Vps75 acetyltransferase activity; inhibition, % at 34.9 µM; purified Rtt109/Vps75, ThioGlo CoA-SH fluorescence, 4 h; 330,000 compounds, 0.16% hits; Q5AAJ8;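 active means inhibition of at least 50% in every replicate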
SR-BI uptake up: enhances SR-BI lipid uptake from DiI-HDL; activation, % at 12.5 µM; 320,000 compounds, 0.096% hits; CHO ldlA[mSR-BI] cells, DiI-HDL uptake fluorescence, 3 h; 100 = double the neutral-control signal;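 active means mean replicate activation of at least 60% and every replicate at or above 60%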;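 further: 0% = median plate neutral-control signal and 100% = twice that signal; values of inactives mirror those of a sister screen read the other way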
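system = CHO ldlA[mSR-BI] cells, LDL receptor-null, SR-BI overexpressing | medium = Ham's F12 with 0.5% BSA, HEPES 25 mM, pH 7.4 | probe or stimulus = DiI-HDL 10 µg/mL | compound dosing = single-point compound dose | incubation = compound exposure 3 h, 37 °C | technique = DiI fluorescence, bottom read | read-out = cell-associated DiI fluorescence as measure of HDL uptake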
PKA-R2B act: activators of human PKA-R2B complex; P22694+P31323; PKA-R2B holoenzyme dissociation, Cy5-IP20 fluorescence polarization; R2B truncated from residue 108, S112A mutant; 0% DMSO only, 100% 113 µM cGMP; activation, % at 11.4 µM; 340,000 compounds, 0.079% hits;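 active means activation above a cutoff set at the mean over all compounds plus 3 SD, cut at about 18% in these data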;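 further: higher means more holoenzyme dissociation and a rise in polarization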
Target sequence (P31323 whole entry, looked up, other chains not shown, the tested form may be a part): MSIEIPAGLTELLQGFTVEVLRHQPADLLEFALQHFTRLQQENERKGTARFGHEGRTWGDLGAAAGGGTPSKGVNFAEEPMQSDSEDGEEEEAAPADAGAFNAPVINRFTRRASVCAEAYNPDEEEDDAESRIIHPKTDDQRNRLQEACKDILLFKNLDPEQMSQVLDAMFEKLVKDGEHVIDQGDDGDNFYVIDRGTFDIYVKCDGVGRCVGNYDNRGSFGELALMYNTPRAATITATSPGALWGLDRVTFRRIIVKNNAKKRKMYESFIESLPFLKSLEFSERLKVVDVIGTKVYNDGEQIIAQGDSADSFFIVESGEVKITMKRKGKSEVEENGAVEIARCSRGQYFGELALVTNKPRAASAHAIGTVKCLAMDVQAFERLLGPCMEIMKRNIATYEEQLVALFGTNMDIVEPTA
Cardiac RTF inh: cardiac RTF calcium desensitization; P19429+P45379; IANBD-labeled cardiac RTF, Ca2+ fluorescence; inhibition, % at 7.15 µM; 340,000 compounds, 0.12% hits;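 active means inhibition above the mean inhibition of all tested compounds plus 3 SD, cut at about 17% in these data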;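 further: assay run at fixed EC70 calcium of 1.6 mM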
cardiac RTF act: increases calcium sensitivity of human cardiac regulated thin filaments. P19429+P45379. IANBD-labeled TnC RTF fluorescence at EC20 calcium; 0% EC20 calcium, 100% full calcium. activation, % at 7.2 µM. 340,000 compounds, 0.24% hits;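 active means activation above the mean over all tested compounds plus 3 SD, cut at about 30% in these data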;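 further: rise in fluorescence read as greater calcium sensitivity of cardiac thin filaments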
DAGLB inhibitor: blocks human DAGLB lipase activity; HEK293T DAGLB membrane lysate, EnzChek fluorogenic substrate; inhibition, % at 5.17 µM; 340,000 compounds, 0.059% hits; in the data active means inhibition above about 34%;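 further: 0% = enzyme with vehicle and 100% = wells lacking enzyme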
CAL PDZ FP-1: inhibitors of human CAL PDZ peptide binding; Q9HD26; purified CAL PDZ, TMR-peptide fluorescence polarization, 1 h; inhibition, % at 20 µM; 330,000 compounds, 0.02% hits; AID 504414;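 active means highest replicate inhibition of at least 40%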;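 further: plate controls were DMSO neutral control wells for no effect and unlabeled competitor peptide control wells for full effect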
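Material: tagged CAL PDZ protein CerCALP, purified; buffer or medium: sodium phosphate/NaCl buffer pH 7.4 with TCEP, IgG, Thesit; also added: fluorescent TMR peptide probe; schedule: 1 h incubation at room temperature before polarization reading; technique: fluorescence polarization from S- and P-plane intensities, G-factor corrected; control set: unlabelled peptide and DMSO controls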
CAL PDZ FP-2: inhibitors of human CAL PDZ peptide binding; purified CAL PDZ, TMR-peptide fluorescence polarization, 1 h; 300,000 compounds, 0.92% hits; Q9HD26; inhibition, % at 24.9 µM; AID 602252;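 active means mean inhibition of at least 30% with at least half of replicates also reaching 30%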;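 further: 0% = DMSO neutral control and 100% = excess unlabeled competitor peptide PRC23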
C-LANA FP: inhibitors of KSHV LANA C-terminal domain DNA binding; MBP-C-LANA/FAM-LBS DNA binding, fluorescence polarization; inhibition, % at 9 µM; 340,000 compounds, 0.078% hits;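 active means highest replicate inhibition at or above 60% at 9 µM, even if other replicates fall short; inactive means all replicates below 60% inhibition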;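 further: 0% = neutral control wells and 100% = 4 µM acridine orange control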
Numbers without * were called inactive; . = not tested or not shown; & = joins results of further samples; ! = repeats disagree.

SMILES	Keap1-Nrf2 PPI	Rtt109 HAT inh	SR-BI uptake up	PKA-R2B act	Cardiac RTF inh	cardiac RTF act	DAGLB inhibitor	CAL PDZ FP-1	CAL PDZ FP-2	C-LANA FP
O=C(CO/N=C\c1ccccc1)Nc1ccccc1C(=O)N1CCOCC1	3	7	22	-12	0	2	1	-1.4	-3	-0.5
COc1cccc(NC(=O)Cn2nnc(C(=O)Nc3ccccc3)c2N)c1	-6	-2	-46	-3	-7	6	-3	-3.4	-4	-0.6
Cc1nn(C(C)C(=O)c2cccc(Cl)c2)c(C)c1[N+](=O)[O-] (stereo not drawn)	1	0	-9	6	-2	-5	-1	-2.0	3	1.4
CCOC(=O)c1ccccc1NC(=O)COC(=O)CSC(C)C(=O)Nc1cc(C)on1 (stereo not drawn)	-6	-1	7	-14	-3	-2	0	-2.7	-3	0.8
Cc1cc(C(=O)Nc2sc3c(c2C#N)CCC3)no1	0	9	-2	2	3	-6	1	0.0	-3	0.9
NC(=O)C1CCCN(C(=O)CCC(=O)c2cccs2)C1 (stereo not drawn)	5	8	8	-5	-6	-5	3	1.7	.	1.2
CCc1nnc(SCC(=O)Nc2ccc(C(C)=O)cc2)nc1CC	-2	12	-17	2	0	4	0	-0.9	-1	1.5
O=C(NCc1ccccc1)c1onc(CSc2ccc(Cl)cc2)c1C(=O)NCC1CC1	-2	-8	4	-3	-3	0	-11	-0.2	-1	0.8
S=C(NCc1cccc(Cl)c1)NC1CCCCC1	-3	1	3	-5	-1	5	-4	-1.0	0	-0.6
CCOC(=O)C1=C(CN2CC(C)CC(C)C2)NC(=O)NC1c1ccc2c(c1)OCO2 (stereo not drawn)	-5	13	-43	-3	-1	0	0	-2.4	-6	0.2

Compound profiles, as listed above. Order of screens: Keap1-Nrf2 PPI	Rtt109 HAT inh	SR-BI uptake up	PKA-R2B act	Cardiac RTF inh	cardiac RTF act	DAGLB inhibitor	CAL PDZ FP-1	CAL PDZ FP-2	C-LANA FP
Profile of NC(=O)C1CCCN(C(=O)CCC(=O)c2cccs2)C1 (stereo not drawn) = 5	8	8	-5	-6	-5	3	1.7	.	1.2
Profile of Cc1nn(C(C)C(=O)c2cccc(Cl)c2)c(C)c1[N+](=O)[O-] (stereo not drawn) = 1	0	-9	6	-2	-5	-1	-2.0	3	1.4
Profile of CCOC(=O)C1=C(CN2CC(C)CC(C)C2)NC(=O)NC1c1ccc2c(c1)OCO2 (stereo not drawn) = -5	13	-43	-3	-1	0	0	-2.4	-6	0.2

(cont.)
SMILES	Keap1-Nrf2 PPI	Rtt109 HAT inh	SR-BI uptake up	PKA-R2B act	Cardiac RTF inh	cardiac RTF act	DAGLB inhibitor	CAL PDZ FP-1	CAL PDZ FP-2	C-LANA FP
CCC(c1nnnn1C1CCCC1)N1CCN(C(=O)c2ccco2)CC1 (stereo not drawn)	3	3	4	9	1	1	-7	-0.6	-2	-0.3
CCC(C)c1ccc(NC(=O)C2CCCN(c3ncccn3)C2)cc1 (stereo not drawn)	-3	10	-14	-12	-8	2	-4	-1.1	0	0.5
O=C(Oc1coc(CSc2ncccn2)cc1=O)c1cccs1	-7	-1	.	-2	-7	-3	-4	-3.5	-4	-1.9
COc1ccc(NC(=O)c2sccc2OS(=O)(=O)N(C)C)cc1	-2	-10	-21	-10	-16	6	-2	-0.6	1	-0.4
Cc1c(N=Cc2ccncc2)c(=O)n(-c2ccccc2)n1C	6	-1	12	-2	-1	0	-3	0.3	-6	-2.4
CCn1cc(S(=O)(=O)c2ccc(Cl)cc2)c(=O)c2cc(OC)ccc21	-4	1	15	2	-1	-5	0	-1.9	-3	0.6
O=C(Nc1nccs1)c1cccc(NC(=O)C2CC2)c1	-4	4	-26	-7	-8	3	2	-0.7	-3	-0.4
Cc1ccc(S(=O)(=O)NCC(=O)OC(C(=O)c2ccccc2)c2ccccc2)cc1 (stereo not drawn)	4	-4	2	13	5	-3	-2	-1.7	2	0.3
O=C(NCCn1cccn1)c1ccc(OC2CCN(CCc3ccccc3)CC2)cc1	-3	1	-9	9	0	-5	1	-1.1	-3	-2.3
COc1ccccc1CN1CC(C(=O)N2CCCCCCC2)CCC1=O (stereo not drawn)	3	-11	-3	-7	-9	2	2	-0.6	-2	-0.2
NC(=O)Nc1ccc(C(=O)OCC(=O)Nc2ccc([N+](=O)[O-])cc2C(F)(F)F)cc1	0	-2	-8	0	4	-1	2	-2.0	-2	0.0
Cc1ccccc1Nc1nnc(SCC(=O)Nc2ncc(C(F)(F)F)cc2Cl)s1	1	6	30	2	-8	1	0	-1.1	-2	0.1
N#CC1=C(N)Nc2ncnn2C1c1ccc([N+](=O)[O-])cc1 (stereo not drawn)	2	-1	.	-1	-2	-1	3	-3.1	10	-0.6
c1ccc(-n2cc(CN3CCCC(CN4CCCC4)C3)c(-c3ccc4c(c3)OCO4)n2)cc1 (stereo not drawn)	-4	3	6	-17	5	-3	0	-2.6	-3	-1.2
CCn1c(SCC(=O)O)nnc1-c1ccc(S(=O)(=O)N2CCCC2)cc1	2	3	17	4	9	-2	2	0.6	-3	-1.1
Cc1cc(C)c2[nH]c(C(=O)N3CCC(n4nccc4NC(=O)C4CC4)CC3)c(C)c2c1	5	4	-10	-7	-1	0	1	0.1	.	0.9
O=C(Oc1cccc(Nc2ncnc3ccccc23)c1)c1cccnc1	-8	6	6	2	-1	1	0	-6.2	-3	-1.9
CCOc1ccccc1Oc1cn[nH]c1-c1ccc(OCC(=O)NN)cc1O	0	-5	0	0	-2	3	3	-0.8	0	-0.4
CC(C)c1ccc(NC(=O)C2C3C=CC4(CN(CCCN5CCOCC5)C(=O)C24)O3)cc1 (stereo not drawn)	-4	-15	19	-13	-32	-3	-4	-2.2	2	1.1
OCCC1CN(CCCc2ccccc2)CCN1Cc1ccccc1 (stereo not drawn)	-5	-14	.	-14	1	0	-4	-3.4	1	-0.9
COc1ccc(CC(NC(C)=O)C(=O)NC2CCN(C(=O)c3ccncc3)CC2)cc1OC (stereo not drawn)	-3	-4	3	7	-7	-6	-1	-0.1	-3	-2.1
COc1ccc(CCNCC(=O)Nc2ccccc2C(F)(F)F)cc1	-1	4	21	.	.	.	.	-0.7	5	1.3
O=C(O)C1C2CCC(O2)C1C(=O)Nc1ccc(OC(F)F)cc1 (stereo not drawn)	-5	5	-44	0	-10	14	0	0.2	-3	0.6
CCCOc1ccc(Cc2c(O)nc(SC)[nH]c2=O)cc1C	-8	-6	13	7	-1	-1	-1	-1.0	.	-1.0
Cc1cc(C)cc(OCC(=O)NNC(=O)c2ccoc2C)c1	-4	4	-17	-6	0	0	-4	0.6	-3	-0.6
Cc1ccc(C)c(NC(=O)C2C(c3ccccc3)C2(Cl)Cl)c1 (stereo not drawn)	2	14	-2	1	-11	1	-12	-0.8	-1	-1.1
COC(=O)c1sc(N2C(=O)C(O)=C(C(=O)c3ccc(C)o3)C2c2ccco2)nc1C (stereo not drawn)	-2	0	0	-1	-7	-2	0	-5.3	-2	-0.4
Cc1ccc(C)c(CN2CCC(CNC(=O)Nc3ccc(F)c(Cl)c3)CC2)c1	3	10	-14	3	-4	5	-1	-2.6	-9	2.6
COCCNC(=S)N1CCC(c2nc(-c3ccc(F)cc3)no2)CC1	-3	1	5	-10	13	5	0	-0.3	-3	0.1
O=C(CC(c1ccccc1O)N1CCCCC1)N1CCCCC1 (stereo not drawn)	7	17	17	-5	0	-1	-2	0.8	-2	2.0
CCOc1cc(C2/C(=C(\O)c3cc(C)ccc3C)C(=O)C(=O)N2CCN(C)C)ccc1O (stereo not drawn)	2	-32	7	-4	-9	5	0	0.0	2	0.3
CCN1CCc2c(OCC(=O)N3CCCCC3)cccc2C1=O	3	2	9	0	-10	2	1	19	-8	-1.3
CCC(=O)Nc1cccc2cccnc12	-6	.	16	-15	-9	6	2	-0.6	-5	1.7
O=C(N[C@@H](Cc1ccccc1)C(=O)N[C@@H](Cc1ccccc1)C(=O)O)OCc1ccccc1	2	5	17	0	3	0	0	-1.3	-5	1.0
Cc1cc(C)c(C)c(OCCCn2ccnc2)c1	-8	16	-11	-5	7	-1	-2	.	-3	-0.7
O=C(Nc1ccc(N2CCCC2=O)cc1)c1cccc(F)c1	0	-1	-12	9	1	0	-1	-0.7	2	-0.9
O=C(Nc1ccc(N2CCOCC2)cc1)C1CC1	1	-5	50	-4	-3	-3	2	-0.5	8	-1.4
O=C1CSC(c2ccccn2)N1c1ccc2ccccc2c1 (stereo not drawn)	-2	5	-7	5	2	2	-1	-0.8	-2	-1.9
CNC(=O)C(=O)Nc1c(C)cc(C)cc1C	-2	-1	9	2	-5	2	0	-2.2	-2	-1.1
COC(=O)c1ccc(CNC(=O)COC(=O)CCN2C(=O)C3CC=CCC3C2=O)cc1 (stereo not drawn)	0	-5	26	-6	-5	14	0	-1.2	-4	-0.8
O=C(OCc1ccc(Br)cc1)c1ccncc1	-7	57*	8	-9	-23	1	-3	-3.3	-1	-0.3
Cn1c(-c2ccc(C=O)s2)nc2c3ccccc3c3ccccc3c21	-3	-3	-9	-5	-14	81*	-2	-0.5	-3	16
COC(=O)c1ccc(-c2ncc[nH]2)cc1	-6	34	-4	-11	9	4	2	-1.9	-2	-1.5
COc1cccc(NC(=O)c2c(C)cc(C)cc2CC(C)(C)C(=O)O)c1	-4	2	15	5	-8	-4	1	-0.5	2	-0.3
CSc1nsc(SCC(=O)Nc2ccccc2F)n1	-1	5	.	9	3	3	-4	-3.3	-2	-0.2
Cc1ccn2c(=O)nc(SCC(=O)NCc3ccccc3)nc2c1	-2	-5	-4	-1	-10	2	0	-2.0	-2	2.1
CCn1cc(NC(=O)Nc2ccc(OC)c(OC)c2)c(C(N)=O)n1	-6	-12	39	0	-14	0	3	-0.6	2	-0.5
CN(C)c1nc(F)c(F)c(S(=O)(=O)c2ccccc2)c1F	-1	1	23	3	-3	-1	-6	-0.3	-5	2.1
O=C(O)CN(Cc1ccco1)S(=O)(=O)c1ccc(F)cc1	2	-7	54	-7	5	-1	1	-0.8	41*	-2.6
Cc1ccc(OCC(=O)c2c(N)n(C)c(=O)n(C)c2=O)c([N+](=O)[O-])n1	-4	-3	4	9	1	4	-1	-0.7	3	14
CC(=O)NC12CC3CC(C1)CC(C(=O)N(C)CC(=O)Nc1ccc(F)c(F)c1F)(C3)C2	1	-10	10	-4	-3	-3	-1	-0.4	.	0.1
CN1CCc2cccc3c2[C@H]1Cc1ccc(O)c(O)c1-3	-2&0&-6	100*!	-14&-9&-14	-4&-5&2	0&9&-2	1&4&0	2&1&0	0.8&0.6&-0.1	1&-3&-6	1.6&0.2&0.0
Nc1nc(N2CCOCC2)nc(N(c2ccccc2)c2ccccc2)n1	-2	-8	3	2	-6	-2	-5	-1.1	-2	-2.1

High-throughput results (PubChem BioAssay)
